Compound activity (PubChem BioAssay)
OXTR potentiate: human OXTR potentiation; P30559; CHO-OTR cells, Fluo-8 calcium fluorescence, potentiator mode; 0% = oxytocin EC15, 100% = EC100; activation, % at 3 µM; actives 0.061% (n = 320,000);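 active means activation above that plate's cutoff, the mean activation of tested compounds plus 3 SD, cut at about 6.6% in these data, passing the limit was not always enough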;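 further: 100% uses oxytocin at 75 nM as the full agonist control; some results filed as inactive read as strong as hits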
Target sequence (P30559 whole entry, looked up): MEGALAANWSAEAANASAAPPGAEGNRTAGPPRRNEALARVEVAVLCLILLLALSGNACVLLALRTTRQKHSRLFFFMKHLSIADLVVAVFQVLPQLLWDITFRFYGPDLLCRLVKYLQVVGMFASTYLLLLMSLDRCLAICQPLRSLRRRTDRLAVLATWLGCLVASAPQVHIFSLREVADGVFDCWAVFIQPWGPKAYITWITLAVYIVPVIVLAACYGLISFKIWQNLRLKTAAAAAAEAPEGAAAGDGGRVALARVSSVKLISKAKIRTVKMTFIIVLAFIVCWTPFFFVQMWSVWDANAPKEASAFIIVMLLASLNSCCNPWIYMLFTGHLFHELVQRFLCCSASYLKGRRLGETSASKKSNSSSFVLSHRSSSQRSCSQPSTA
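Replication – single well per compound, singlicate · Assay system – CHO cell line stably expressing human OTR · Timing – 6 min pre-incubation, 100 s read · Measure – normalized max/min fluorescence ratio, % activation · Doses – 3.0 µM, one dose · Detection – Fluo-8 calcium dye fluorescence · Probe or stimulus – oxytocin near EC15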
TAAR1 agonist: human TAAR1 agonism; Q96RJ0; CHO RD-HGA16 TAAR1, Fluo-8 calcium fluorescence; vehicle wells 0%, saturating PEA agonist 100%; activation, % at 3 µM; actives 0.99% (n = 360,000);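 active means activation above the mean activation of all test compounds in the run plus 3 SD, cut at about 38% in these data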
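System: CHO-derived RD-HGA16 cells with stable Gα16 and human TAAR1 / Times: 17-24 h plating, Fluo-8 75 min 37 °C, 30 min RT / Technique: calcium-sensitive Fluo-8 signal, excitation 470-495, emission 515-575 nm / Measure: % activation relative to PEA EC100 response / Benchmarks: DMSO and PEA EC100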
CHO parental Ca: counter-screen for OX1R antagonists: effect in parental CHO cells | parental CHO-K1, ATP-induced calcium, Fluo-8 fluorescence | actives 0.63% (n = 330,000) | inhibition, % at 5.6 µM;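 active means inhibition above that plate's mean sample inhibition plus 3 SD, cut at about 26% in these data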;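 further: 0% = ATP-challenged DMSO wells and 100% = DMSO wells without ATP; some compounds past the cut are filed as inactive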
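Material – parental CHO cells · Reagent – ATP stimulus · Compound – single nominal dose of 5.6 µM per compound · Detection – Fluo-8 fluorescence · Read-out basis – percent inhibition of calcium signal · Controls – ATP-challenged DMSO wells low, unchallenged DMSO wells high · Repeats – no replicates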
M1 ag: activates human CHRM1 receptor. CHO-K1 hM1, Fluo-8 calcium fluorescence, agonist mode; 0% DMSO, 100% acetylcholine EC100. activation, % at 3 µM. AID 588814. actives 0.33% (n = 360,000). P11229;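 active means activation above the run's mean compound activation plus 3 SD, cut at about 16% in these data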;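 further: peak over basal fluorescence ratio within a 140 s kinetic read after compound addition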
Target sequence (P11229 whole entry, looked up): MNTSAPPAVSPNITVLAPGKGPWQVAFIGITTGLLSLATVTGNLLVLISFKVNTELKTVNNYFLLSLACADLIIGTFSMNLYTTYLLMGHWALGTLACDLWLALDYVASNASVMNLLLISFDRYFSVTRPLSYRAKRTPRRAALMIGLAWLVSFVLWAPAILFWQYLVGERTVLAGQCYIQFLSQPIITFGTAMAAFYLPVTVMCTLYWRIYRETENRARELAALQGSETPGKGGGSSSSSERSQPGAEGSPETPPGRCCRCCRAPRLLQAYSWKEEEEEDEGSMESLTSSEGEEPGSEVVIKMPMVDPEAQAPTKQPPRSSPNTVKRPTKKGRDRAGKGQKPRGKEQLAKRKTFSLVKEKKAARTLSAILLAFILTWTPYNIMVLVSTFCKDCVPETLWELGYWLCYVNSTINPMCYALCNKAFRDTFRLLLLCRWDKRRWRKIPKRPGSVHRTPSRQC
CHO-K1 Ca PAM: nonselective activator or artifact in parental CHO-K1 calcium assay. activation, % at 3 µM. actives 0.02% (n = 360,000). ATP EC20, Fluo-8 calcium fluorescence; 0% at ATP EC20, 100% at ATP max;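 active means activation above the run cutoff, the mean activation of all test compounds plus 3 SD, cut at about 40% in these data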;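 further: peak over basal fluorescence ratio in a 140 s read after ATP addition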
M1 ag parental: counter-screen for M1 agonists: effect in parental CHO-K1 cells; Fluo-8 calcium fluorescence; scaled to maximal ATP response, vehicle zero; activation, % at 3 µM; actives 0.48% (n = 360,000); AID 602248; in the data active means activation above about 15%;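 further: untransfected CHO-K1 host cells lacking M1 receptor as counterscreen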
TAAR1 antagonist: human TAAR1 antagonism. actives 1.5% (n = 360,000). CHO RD-HGA16 TAAR1, Fluo-8 calcium fluorescence, antagonist. AID 624466. inhibition, % at 3 µM. Q96RJ0;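 active means inhibition above a per-plate cutoff, the mean inhibition of test compounds on that plate plus 3 SD, cut at about 49% in these data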;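 further: 0% = DMSO plus EC80 beta-PEA response and 100% = DMSO alone without agonist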
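Test system – hTAAR1-expressing CHO RD-HGA16 cells, Gα16-coupled · Reagent – β-PEA at EC80 concentration, post-compound challenge · Compound dosing – 3 µM, single point · Timing – 140 s kinetic read after compound, 140 s after agonist · Detection – Fluo-8 intracellular calcium dye fluorescence, real-time kinetic reads · Control set – DMSO and EC80 PEA controls · Repeats – n of 1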
M1 antag: blocks human M1 muscarinic receptor | actives 1.3% (n = 360,000) | inhibition, % at 3 µM | CHO-K1 hM1, Fluo-8 calcium fluorescence, ACh EC80 antagonist | P11229;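 active means percent inhibition above its own plate's cutoff, namely the mean of that plate's compound wells plus 3 SD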;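 further: peak over basal fluorescence ratio during 140 s after agonist addition; 0% = ACh EC80 plus DMSO and 100% = DMSO alone without agonist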
CHO-K1 Ca antag: nonselective inhibitor or artifact in parental CHO-K1 cells | actives 0.6% (n = 360,000) | ATP-induced calcium, Fluo-8 fluorescence | inhibition, % at 3 µM;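 active means inhibition above a per-plate cutoff, the plate's mean sample inhibition plus 3 SD, cut at about 24% in these data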;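 further: 0% = DMSO plus EC80 ATP and 100% = DMSO alone without ATP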
Numbers without * were called inactive; · = not tested or not shown; & = joins results of further samples. Only part of the results is shown; count on the stated rates, not on these rows.

SMILES	OXTR potentiate	TAAR1 agonist	CHO parental Ca	M1 ag	CHO-K1 Ca PAM	M1 ag parental	TAAR1 antagonist	M1 antag	CHO-K1 Ca antag
Cc1c(N=Cc2c(O)n(CCc3ccc(F)cc3)c(=O)[nH]c2=O)c(=O)n(-c2ccccc2)n1C	-1	-2	-9	-7	9	0.1	0	-24	-19
CCc1c(C)nc(N)nc1N1N=C1SC	5	2	2	0	-5	0.0	-3	-12	-4
Oc1ccc2c3c1OC1c4oc5ccccc5c4C[C@@]4(O)[C@@H](C2)N(CC2CC2)CC[C@]314 (stereo partly drawn)	-3	0	-13	-12	-4	0.2	20	4	2
O=c1c2ccccc2nc(Cc2cccc([N+](=O)[O-])c2)n1-c1ccc(O)cc1	-2	1	-17	-1	18	2.4	26	-2	-12
Cc1ccccc1-n1c(CNc2ccccc2)nc2ccccc2c1=O	-14	1	-16	1	6	0.3	-26	11	-7
O=C1NC(=O)C(Cc2ccccc2)(Cc2ccccc2)C(=O)N1	·	1	·	-2	-2	0.3	4	-5	-4
Cn1ccnc1P(=S)(c1nccn1C)N1CCOCC1	-3	3	9	1	-4	0.1	-12	-19	-17
CCOP(=O)(OCC)C(NC(=O)c1ccccc1)C(Cl)(Cl)Cl (stereo not drawn)	-1	1	-2	-6	-14	0.2	4	-4	24*
CC12CN3CCN(CC(C3)C1O)C2 (stereo not drawn)	-1	9	-1	-2	9	0.0	-17	17	-13
CC(C)c1ccc(-n2c(O)c(C=NC(CCS(C)=O)C(=O)O)c(=O)[nH]c2=S)cc1 (stereo not drawn)	-4	1	-7	-3	11	0.3	-34	-3	-11
COc1ccc(N2C(=O)CC(N3CC=C(c4ccccc4)CC3)C2=O)cc1 (stereo not drawn)	0	3	-6	-7	21	-0.1	-25	-8	-10
CCN1CCN(c2nc3c(c(=O)[nH]2)CCCC3)CC1	-1	0	1	-6	14	0.4	2	-19	-7
CCC(=O)OC1(c2cccc(C)c2)CC(C)N(C)CC1C (stereo not drawn)	-4	0	-8	-5	-4	0.6	10	11	6
N/C(=N\[N+](=O)[O-])N1CCN(C(=O)c2ccccc2)CC1	-11	8	-6	·	·	·	-12	·	·
COc1ccc2c(c1OC)C(=O)O[C@H]2[C@@H]1c2cc3c(cc2CCN1C)OCO3	-4	1	-12	0	11	0.3	-4	-23	3
CCOC(=O)c1cccc(C2=C(CNC(=O)c3cccnc3)[C@H]3CC[C@@H](C2)N3Cc2ccccc2)c1	·	0	·	-8	-14	0.5	14	2	21
COC1=C(C)C(=O)C2=C(C1=O)C(CO)N1C(C#N)C3CC4C(C1C2N1CCOC41)N3C (stereo not drawn)	·	1	·	1	7	0.5	9	-24	-9
C=CC1CN2CCC1CC2[C@@H](OC(=O)c1ccc(OC)cc1)c1ccnc2ccccc12 (stereo partly drawn)	-7	6	-20	-10	-6	-0.7	-26	26	7
CCOC(=O)[C@]12Cc3cc(OC)ccc3[C@H]1N(Cc1ccccc1)C(=O)c1ccccc12	·	9	·	-10	18	0.2	10	0	-26
COc1cc2c3cc1Oc1cc(ccc1O)C[C@@H]1c4c(cc(OC)c(O)c4Oc4cccc(c4)C[C@@H]3N(C)CC2)CC[N+]1(C)C	-4	2	-3	-4	17	0.8	-9	-19	-11
Cc1c(NP(=O)(C(C)(C)C)C(C)(C)C)c(=O)n(-c2ccccc2)n1C	-3	5	-12	-10	22	4.5	12	1	0
CC1CCC(C(C)C)C(OC(=O)COC(=O)c2ccccc2N)C1 (stereo not drawn)	-4	7	-26	-4	20	0.3	24	-8	-13
CC12CCC3C(CCCC4CC(=O)CCC43C)C1CCC2O (stereo not drawn)	·	6	·	1	18	0.7	2	-3	-9
COc1cc(C=C2C(=O)NC(=O)NC2=O)ccc1OS(=O)(=O)c1ccccc1[N+](=O)[O-]	0	-2	15	-2	27	3.5	4	-10	-13
CC(C)c1ccccc1OCC(=O)N1CCCN(C)CC1	2	0	-20	-4	-8	8.1	-22	10	12
COc1ccc(C(C)=O)cc1Cc1c(O)[nH]c(=S)[nH]c1=O	0	0	-5	-3	7	1.6	-12	-12	-10
COc1ccc(/C=C2\C(=O)NC(=S)N(C)C2=O)cc1C	-15	-1	0	-2	14	2.1	-7	0	-12
Cc1ccccc1NC1=NCC(C)S1 (stereo not drawn)	-5	10	-7	-8	16	0.8	22	7	-9
Cc1cc(OC(C)C(=O)NCC2CCC(C(=O)O)CC2)c2c3c(c(=O)oc2c1)CCC3 (stereo not drawn)	-1	3	2	-3	26	1.5	-31	-2	-15
CCC1(Oc2ccccc2)C(=O)NC(=O)NC1=O	·	2	·	-2	11	0.4	2	-20	-8

Compound profiles, as listed above. Order of values: OXTR potentiate, TAAR1 agonist, CHO parental Ca, M1 ag, CHO-K1 Ca PAM, M1 ag parental, TAAR1 antagonist, M1 antag, CHO-K1 Ca antag
COc1ccc(/C=C2\C(=O)NC(=S)N(C)C2=O)cc1C as listed: -15, -1, 0, -2, 14, 2.1, -7, 0, -12
Cc1c(NP(=O)(C(C)(C)C)C(C)(C)C)c(=O)n(-c2ccccc2)n1C as listed: -3, 5, -12, -10, 22, 4.5, 12, 1, 0
Cc1cc(OC(C)C(=O)NCC2CCC(C(=O)O)CC2)c2c3c(c(=O)oc2c1)CCC3 (stereo not drawn) as listed: -1, 3, 2, -3, 26, 1.5, -31, -2, -15
CC(C)c1ccccc1OCC(=O)N1CCCN(C)CC1 as listed: 2, 0, -20, -4, -8, 8.1, -22, 10, 12
C=CC1CN2CCC1CC2[C@@H](OC(=O)c1ccc(OC)cc1)c1ccnc2ccccc12 (stereo partly drawn) as listed: -7, 6, -20, -10, -6, -0.7, -26, 26, 7

Further entries follow.
SMILES	OXTR potentiate	TAAR1 agonist	CHO parental Ca	M1 ag	CHO-K1 Ca PAM	M1 ag parental	TAAR1 antagonist	M1 antag	CHO-K1 Ca antag
COc1ccc(CCn2c(O)c(C=Nc3ccccc3F)c(=O)[nH]c2=O)cc1OC	2	3	-18	-3	-21	0.4	-36	3	10
O=C(COc1ccc(Br)cc1)N1CCN(Cc2c[nH]c3ccccc23)CC1	-24	19	-5	3	-5	0.2	13	-15	1
COc1cccc(CNC2CN3CCC2CC3)c1OC (stereo not drawn)	-3	-1	-4	-12	18	0.6	-1	73*	-26
CCOC(=O)C(C)(CC)NC(=O)CSP(=S)(OCC)OCC (stereo not drawn)	3	5	-12	-2	4	0.3	-3	-7	-11
Cn1c(=O)cc(OCC(=O)N2CCN(Cc3ccc4c(c3)OCO4)CC2)c2ccccc21	0	4	2	-6	5	1.7	-3	-5	3
CNCCc1c(C)n[nH]c1C	-3	0	4	-2	12	0.1	-9	-6	-11
CNC(C(=O)c1ccccc1)C(OC)c1ccc(C)cc1 (stereo not drawn)	1	1	-14	-6	2	1.0	-1	-5	-6
C=CCN1Cc2ccccc2-n2nncc2C1	·	1	·	-9	1	-0.1	-4	0	12
O=C(O)c1nn(Cc2ccc(Cl)cc2)c2ccccc12	·	3	·	-1	6	0.6	-12	4	-6
CC(C)=CCN1CC[C@@]2(C)c3cc(O)ccc3C[C@@H]1C2C (stereo partly drawn)	-4	0	-3	-14	-8	0.4	-3	34	-3
COc1ccc2c(c1)C13CCN(C)C(C2)C1CCC1(C3)OCCO1 (stereo not drawn)	·	1	·	-6	-13	0.1	12	-12	-4
COc1ccc(C(CC(=O)c2ccc3c(c2)OCO3)c2c(O)c3ccccc3oc2=O)cc1OC (stereo not drawn)	·	1	·	-4	17	0.2	-6	-1	-8
Cc1ccc(CN2Cc3ccc(Br)cc3-n3nncc3C2)cc1	·	2	·	-11	1	0.2	-2	8	8
Cc1cc(Cc2c(O)[nH]c(=S)[nH]c2=O)ccc1OC(C)C	-7	3	2	0	5	0.1	-22	-17	-4
COc1ccc(-n2nc(C(=O)NCC(=O)N3CCC4(CC3)OCCO4)c3ccccc3c2=O)cc1OC	-9	10	-11	-2	-6	4.2	4	-7	-10
NC(=O)Cn1cc(C=C2C(=O)NC(=O)NC2=O)c2ccccc21	·	-1	·	-4	3	0.4	7	3	-1
COc1cc2c(cc1OC)C13CCN4CC5CCOC6CC(=O)N2C1C6C5CC43 (stereo not drawn)	·	0	·	-3	2	0.1	-7	-9	-8
Cn1c(O)c(C=Nc2ccccc2Sc2ccccc2)c(=O)n(C)c1=O	-7	3	4	-4	6	0.1	3	-7	3
O=C(Cc1ccccc1)Oc1ccc([N+](=O)[O-])cc1	-1	3	-3	1	16	2.6	-7	-7	-6
CC(=O)O[C@H]1CC[C@@]2(C)C(=CC(=O)C3C2CC[C@@]2(C)C3C[C@H](OC(C)=O)[C@@H]2OC(C)=O)C1 (stereo partly drawn)	-7	3	-10	-3	13	1.8	-2	-13	-17
CCOC(=O)C1C2NC(=O)N(Cc3ccccc3)C1(C)Oc1c(OC)cccc12 (stereo not drawn)	5	11	-15	-1	17	1.6	19	-8	-9
CCC(C)OC(=O)c1c(N)n(Cc2cccs2)c2nc3ccccc3nc12 (stereo not drawn)	-15	3	-8	-5	9	0.5	30	-3	21
COc1ccc(C2NCc3ccccc3-n3cccc32)cc1 (stereo not drawn)	-6	6	-12	-9	7	1.4	7	26	16
Nc1ccc(CCN2CCCC2)cc1	0	2	-15	-5	1	0.3	2	-20	-16
CC1NC(=O)NC(=O)C1Br (stereo not drawn)	·	1	·	1	17	1.8	0	-3	-3
CCN(CC)c1ccc(N=Cc2c(O)n(Cc3ccccc3)c(=O)[nH]c2=O)cc1	-2&-13	7&5	-17&-8	-3&-6	13&18	0.1&1.4	-2&-8	-8&-7	-9&-14
CNC(C(=O)c1ccccc1)C(OC(C)=O)c1cccc([N+](=O)[O-])c1 (stereo not drawn)	-5	-1	-21	-5	-19	0.9	-6	-8	0
CCCCn1c(O)c(/C=N/N2CCCCC2c2cccnc2)c(=O)[nH]c1=S (stereo not drawn)	4	5	-25	-8	15	0.0	-5	-9	-3
CCCCn1c(O)c(C(C)=Nc2ccc3c(c2)CCC3)c(=O)[nH]c1=O	-5	6	-17	-2	-28	-0.2	-23	23	12
Cc1c(C=C2C(=O)NC(=O)NC2=O)c(=O)n(-c2ccccc2)n1C	-2	3	-5	-3	-8	0.9	2	8	-8
O=P(O)(O)/C=C(\Cl)c1ccccc1	-1	4	0	0	-2	-0.1	-1	13	3
